Screening results deposited in PubChem by several laboratories.
Diaph act CS – counter-screen for diaphorase-based assays: diaphorase activators and chemical reducers; activation factor at 20 µM; hit rate 0.005% among 190,000; Diaphorase/resazurin coupled assay, resorufin fluorescence, 16 min; stronger effect = higher value; 1 = vehicle wells, 0 = NADH-free wells; AID 1229;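 active = diaphorase activity raised at least twofold by the compound at 20 µM; inactive = activation factor below 2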
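Material: purified diaphorase enzyme from Clostridium kluyveri; Also added: 0.114 mM NADH and 0.1 mM resazurin, final amounts; Doses: single compound dose of 20 µM, 1% DMSO final; Times: 16 min enzyme reaction, ambient temperature; Detection: resorufin fluorescence, excitation 544 nm, emission 590 nm; Measure: increased resorufin signal from activators or reducing compounds.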
ROMK mod – modulates human ROMK potassium channel activity. B-score at 10 µM. P48048. hit rate 2% among 130,000. Tet-inducible ROMK, thallium flux fluorescence; actives lie on both sides;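 active = signal ratio slope over the read window, or its plate-corrected B-score, at least 3 SD from the plate mean, either direction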;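 note: B-score of the F/F0 ratio slope over 7 to 12 s after thallium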
Target sequence (P48048 whole entry, looked up): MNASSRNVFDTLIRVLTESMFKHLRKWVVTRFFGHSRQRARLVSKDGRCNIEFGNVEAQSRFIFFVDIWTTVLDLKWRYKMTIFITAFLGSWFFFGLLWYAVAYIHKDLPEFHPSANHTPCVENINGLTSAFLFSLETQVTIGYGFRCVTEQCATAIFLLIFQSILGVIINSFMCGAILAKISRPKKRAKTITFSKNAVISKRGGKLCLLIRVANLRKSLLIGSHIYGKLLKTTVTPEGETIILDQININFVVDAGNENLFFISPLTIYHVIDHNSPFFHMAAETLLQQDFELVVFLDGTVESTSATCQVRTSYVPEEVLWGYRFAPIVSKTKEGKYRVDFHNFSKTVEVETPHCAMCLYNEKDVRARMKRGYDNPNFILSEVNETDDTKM
Diaphorase inh – counter-screen for diaphorase-based assays: diaphorase inhibitors and chemical oxidizers; diaphorase resazurin-to-resorufin fluorescence, NADH, 16 min; bacterial (C. kluyveri) enzyme, not human; inhibition, % at 20 µM; hit rate 0.69% among 190,000; AID 1217;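 active = primary screen inhibition at 20 µM above a set limit, cut at about 50% in these data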;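 note: plate controls were DMSO with full reaction for no effect and wells lacking NADH for full effect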
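Detection: fluorescence of resorufin formed from resazurin, Ex 544/Em 590 nm; test system: Clostridium kluyveri diaphorase enzyme; amount: 0.14 U/mL diaphorase, enzyme working solution; times: 16-min room-temperature incubation before reading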
G6PDH counter – counter-screen for G6PDH assay hits: L. mesenteroides G6PDH inhibition | AID 1020 | hit rate 0.12% among 200,000 | Purified L. mesenteroides G6PDH, diaphorase/resazurin coupled fluorescence, 45 min | inhibition, % at 5 µM; in the data active = inhibition above about 50%
TR-FRET SRC-2 ct – TR-FRET artefact, counter-screen to PPARgamma/SRC-2 agonist assay; stronger effect = higher value; TR-FRET ratio at 8 µM; hit rate 0.4% among 200,000; AID 1049; in the data active = TR-FRET ratio above about 2000; note: inactives centre near 1500
S1P3 antagonist – blocks the human S1P3 receptor. Q99500. inhibition, % at 4.98 µM. CHO S1P3 NFAT-BLA reporter, FRET fluorescence, antagonist mode. hit rate 0.27% among 170,000;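 active = inhibition above the plate cutoff, the mean inhibition of test wells on that plate plus 3 SD, cut at about 28% in these data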;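 note: cells challenged with S1P at its EC80 of 0.8 µM; blue over green emission ratio from cleaved BLA substrate after 4 h stimulation; 0% = S1P-stimulated wells and 100% = unstimulated DMSO-only wells; some compounds past the cut are filed as inactive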
Target sequence (Q99500 whole entry, looked up): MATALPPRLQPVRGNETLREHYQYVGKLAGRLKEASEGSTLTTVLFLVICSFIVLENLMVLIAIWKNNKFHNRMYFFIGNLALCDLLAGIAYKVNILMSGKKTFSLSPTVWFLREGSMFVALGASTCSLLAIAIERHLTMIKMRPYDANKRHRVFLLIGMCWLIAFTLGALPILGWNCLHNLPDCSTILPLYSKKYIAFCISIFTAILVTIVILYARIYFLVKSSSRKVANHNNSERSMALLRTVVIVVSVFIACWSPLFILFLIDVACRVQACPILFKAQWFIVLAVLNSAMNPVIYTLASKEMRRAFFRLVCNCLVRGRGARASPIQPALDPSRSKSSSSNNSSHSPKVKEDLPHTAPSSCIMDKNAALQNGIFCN
PMI act satM6P – activators of human phosphomannose isomerase at near-saturating mannose 6-phosphate; P34949; coupled PMI enzyme assay, resazurin fluorescence, 20 min; stronger effect = higher value; 1 = untreated enzyme, 0 = substrate-free blank; activation factor at 20 µM; hit rate 0.34% among 190,000; AID 1216;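 active = activation factor of 2 or more at 20 µM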
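Technique: Diaphorase-driven resazurin-to-resorufin fluorescence, excitation 544, emission 590 nm | Assay system: Human PMI in coupled enzyme assay | Times: Enzyme reaction with compound 20 min at room temperature | Medium: HEPES-buffered pH 7.4 with magnesium and detergent | Reagent: Mannose-6-phosphate 1.0 mM (near-saturating) plus 0.22 mM NADP+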
PPARg SRC3 recr – agonists of human PPARgamma SRC-3 coactivator recruitment; biochemical PPARgamma/SRC-3 coactivator recruitment assay; activation, % at 8 µM; hit rate 0.26% among 200,000; in the data active = activation above about 23%;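 note: 0% = DMSO and 100% = reference agonist; some compounds past the cut are filed as inactive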
PMI act – activators of human phosphomannose isomerase; purified human PMI, coupled resazurin fluorescence, 20 min; stronger effect = higher value; 1 = vehicle control, 0 substrate-free wells; activation factor at 20 µM; hit rate 0.005% among 190,000; P34949;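 active = activation factor of 2 or more at 20 µM, relative to plate controls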
PPARg SRC1 recr – PPARgamma-driven SRC-1 recruitment agonism; hit rate 0.41% among 200,000; AID 631; P37231; activation, % at 8 µM; PPARgamma-SRC-1 coactivator recruitment biochemical assay; in the data active = activation above about 19%;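 note: 0% = DMSO and 100% = reference agonist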
PPARg SRC-2 ag – agonists of SRC-2 recruitment by human PPARgamma | PPARgamma LBD-SRC-2 recruitment, biochemical | activation, % at 8 µM | hit rate 0.34% among 200,000 | AID 1032; in the data active = activation above about 22%;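 note: 0% = vehicle and 100% = reference agonist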
Starred values were filed as active, the others as inactive; nt = no result given.

SMILES	Diaph act CS	ROMK mod	Diaphorase inh	G6PDH counter	TR-FRET SRC-2 ct	S1P3 antagonist	PMI act satM6P	PPARg SRC3 recr	PMI act	PPARg SRC1 recr	PPARg SRC-2 ag
CCOC(=O)c1ccc(NC(=S)N(CCCN2CCCCCC2)Cc2ccco2)cc1	0.8	-1.8	15	6	1662	-7	0.9	-1	1	3	5
Fc1ccccc1Cc1noc(CN2CCN(Cc3ccc4c(c3)OCO4)CC2)n1	0.9	-0.51	13	3	1587	10	1	5	0.9	8	4
CN(C)c1ccc(C(CNS(=O)(=O)c2ccc3ccccc3c2)c2c[nH]c3ccccc23)cc1 (stereo not given)	0.8	-0.48	21	1	1655	0	0.9	4	0.8	8	-2
Cc1ccc(N(CC(=O)O)S(C)(=O)=O)cc1	1	-0.27	0	3	1664	-13	1	1	1	-5	-1
COc1ccc(C(=O)CC(c2ccccc2)S(=O)(=O)c2ccc(C)cc2)cc1 (stereo not given)	0.9	-0.79	7	-3	1651	-6	1	0	1.2	-9	-4
O=C(O)CCCc1nc(-c2ccc(Cl)cc2)no1	0.9	-0.22	9	0	1690	nt	1	7	1	0	13
COC(=O)N/N=C/c1ccc(Oc2ccccc2)cc1	0.9	-0.016	13	5	1478	-5	0.9	9	0.9	3	-3
COc1ccc(C(C(=O)NC2CCCC2)N(Cc2ccc(C)cc2)C(=O)c2ccn[nH]2)cc1OC (stereo not given)	1	0.0011	-3	-1	1609	nt	1.1	12	1	-2	11
CCN(Cc1ccccc1)C(=O)Cn1cc2c(n1)CCCC2	1	nt	4	-7	1619	-17	0.9	3	0.9	4	1
O=C1CC(c2ccc(Cl)c([N+](=O)[O-])c2)c2ccc3ccccc3c2N1 (stereo not given)	0.9	-0.65	5	-2	1642	-9	1	2	1	-2	2
Cc1ccc(SCCC(=O)NCc2ccco2)cc1	0.9	0.01	8	-3	1528	6	0.9	8	0.9	-5	2
S=c1[nH]nc(CSc2nc3ccccc3s2)n1C1CCCCC1	0.8	nt	18	-1	1563	nt	1	8	0.9	-6	0
COc1ccc(-c2nc(CS(=O)CC(=O)NCc3cccnc3)c(C)o2)cc1 (stereo not given)	0.9	nt	13	1	1464	-12	0.9	1	1	1	-3
O=C(N/N=C/c1ccc([N+](=O)[O-])o1)C1CC1	0.8	-1.2	22	9	1705	-28	0.7	4	1.1	4	8
CN(Cc1nccn1C)C(=O)CC1C(=O)NCCN1CC(c1ccccc1)c1ccccc1 (stereo not given)	0.9	1.8	11	1	1616	-13	0.7	2	1	-6	4
CC1(C)Cc2nc3sc(C(=O)O)c(N)c3cc2CS1	0.7	-0.17	31	2	1728	-1	2.4*	5	1.7	10	13
CCN(C(=O)CN1CCc2ccccc21)c1c(N)n(Cc2ccccc2)c(=O)[nH]c1=O	0.9	1.1	13	3	1478	0	1.3	0	1.3	6	-1
Cc1ccc(S(=O)(=O)N(C)c2ccc(C(=O)NCC3CCCO3)cc2)cc1 (stereo not given)	0.8	nt	19	8	1552	nt	0.9	8	0.9	3	10
CCOC(=O)C=C1CCN(c2ncc(C(F)(F)F)cc2Cl)CC1	0.9	nt	14	-7	1606	nt	0.9	2	0.9	6	-3
COc1cc2nc(N(C)C)nc(N)c2cc1OC	1.1	nt	-13	4	1539	-41	0.9	2	1	7	11

Reformatted: two of the compounds above
Values in the order – Diaph act CS | ROMK mod | Diaphorase inh | G6PDH counter | TR-FRET SRC-2 ct | S1P3 antagonist | PMI act satM6P | PPARg SRC3 recr | PMI act | PPARg SRC1 recr | PPARg SRC-2 ag
CC1(C)Cc2nc3sc(C(=O)O)c(N)c3cc2CS1
    0.7 | -0.17 | 31 | 2 | 1728 | -1 | 2.4* | 5 | 1.7 | 10 | 13
O=C(N/N=C/c1ccc([N+](=O)[O-])o1)C1CC1
    0.8 | -1.2 | 22 | 9 | 1705 | -28 | 0.7 | 4 | 1.1 | 4 | 8

Next section
SMILES	Diaph act CS	ROMK mod	Diaphorase inh	G6PDH counter	TR-FRET SRC-2 ct	S1P3 antagonist	PMI act satM6P	PPARg SRC3 recr	PMI act	PPARg SRC1 recr	PPARg SRC-2 ag
CC(C)CN1CN(Cc2ccccc2)CNC1=S	0.9	0.18	12	-2	1719	1	1	0	1	10	4
CN1C2C=C3C(C#N)=C(N)C(C#N)(C#N)C(c4ccc(Br)cc4)C3C1CC2 (stereo not given)	0.8	nt	25	9	1620	nt	0.6	6	0.9	3	10
CCN(CC)S(=O)(=O)c1ccc2nc(CCl)[nH]c2c1	0.8	-0.093	22	2	1665	19	0.9	4	1.2	3	-3
COC(=O)Cc1ccc(NC(=S)NCc2cccc(OC)c2)cc1	1	-1.6	3	9	1722	4	1	3	1.1	4	1
NS(=O)(=O)c1ccc(CCNC(=O)COC(=O)CC(c2ccccc2)c2ccccc2)cc1	1	1.1	-1	1	1499	-11	1	0	1	-1	-5
CC(C)NC(=O)c1c(O)c2ccccc2[nH]c1=O	0.9	nt	13	6	1453	-28	1	1	1	4	0
Cc1nc2ccc(NC(=O)Cn3cnc4c3c(=O)n(C)c(=O)n4C)cc2s1	0.9	nt	14	-7	nt	-8	1	nt	1	nt	nt
Cc1ccc([N+](=O)[O-])cc1-c1ccc(/C=C(\C#N)c2[nH]nc(N)c2C#N)o1	0.8	0.44	17	-11	1817	-3	0.9	6	1	1	5
O=C1C=C(Nc2ccccc2)c2ccccc2C1=O	0.8	-0.45	22	48	1552	-16	0.4	11	0.9	10	17
Cn1nc(C(F)(F)F)c2cc(C(=O)N3CCOCC3)sc21	1	1.3	3	11	1647	-9	0.9	2	0.9	4	4
NC(=O)c1cccn1Cc1ccccc1Cl	1.1	-0.43	-9	3	1468	nt	1.1	0	1	-3	0
NC1=NC(=O)S/C1=C\c1ccc(F)cc1	1	-1.6	3	-1	1438	-16	1.1	0	1	7	1
O=C(CSc1nc2ccccc2c(=O)[nH]1)c1ccccc1	1.1	nt	-5	6	1433	nt	1	5	1	-3	0
C/C(=C\C(=O)c1ccc(C)cc1)Nc1ccc(N2CCOCC2)cc1	0.9	nt	8	4	1404	nt	0.9	-1	1	-5	2
Cc1cc(NCC2CCCO2)n2c(nc3ccccc32)c1C#N (stereo not given)	0.8	0.14	22	11	1586	nt	0.9	4	0.9	-1	5
Cn1nnc2c(N3CCCCC3)nccc21	0.9	0.24	11	-1	1482	-9	0.9	-10	1	5	3
O=C(NC12CC3CC(CC(C3)C1)C2)N1CC2Cc3cccc(=O)n3C(C2)C1 (stereo not given)	0.8	0.47	18	2	1561	-39	0.9	6	1	-2	0
O=C(c1ccc(S(=O)(=O)Cc2ccccc2F)c([N+](=O)[O-])c1)N1CCCC1	0.8	0.049	18	7	1474	-3	1	-2	1.3	6	-9
CCC1C(=O)NCCN1C(=O)c1ccccc1OC1CCN(S(C)(=O)=O)CC1 (stereo not given)	nt	-0.0062	nt	13	1381	-5	nt	-4	nt	4	2
Cc1cc(-c2nc3ccccc3[nH]2)ccc1N	1	-1.5	2	1	1746	-24	1	14	1.1	18	17
Cc1ccc(N(C)C(=O)N2CCN(S(=O)(=O)c3ccc(C)cc3)CC2)cc1	0.9	nt	15	5	1482	10	1	11	1	-1	-2
CC(C)CN(CCCNC(=O)CC1Oc2ccccc2NC1=O)CC(C)C (stereo not given)	0.9	-0.24	8	-10	1624	-10	0.9	6	0.9	7	10
CC1CCc2sc(C(=O)Nc3nnc(SCc4ccc(F)cc4)s3)cc2C1 (stereo not given)	0.8	0.47	15	-3	2241*	nt	0.8	19	0.8	16	3
CCn1cc(CNC(=S)Nc2cccc3ccccc23)cn1	1.1	0.58	-13	5	1407	-7	1	4	1	1	4
O=C(C1CC(c2ccccc2O)=NO1)N1CCc2ccccc2C1 (stereo not given)	0.9	-1.7	13	2	1431	nt	1	-3	1	1	0
O=C(NC(c1ccccc1)c1ccccn1)c1cccc([N+](=O)[O-])c1 (stereo not given)	1	0.44	4	4	1401	-6	1	-4	1	-2	-12
COc1ccc(NC(C)=O)cc1NC(=O)CN1CCN(CC(=O)Nc2ccccc2Cl)CC1	0.8	1.1	17	9	1398	-18	1.5	-3	1	1	3
COc1ccc(N2CCN(C(=O)c3ccc(NS(=O)(=O)c4ccc(F)c(F)c4)cc3)CC2)cc1	0.7	-0.015	27	7	1707	nt	0.9	11	0.9	1	9
CC(C)OC(=O)/C(=C\c1ccccc1)NC(=O)c1ccccc1	0.9	0.14	10	-4	1576	1	1	-5	1	-1	-1
Cc1ccc(-c2nn(-c3ccccc3)cc2C(=O)Nc2ccc(C)c(S(=O)(=O)N3CCOCC3)c2)cc1	0.7	nt	27	-20	1524	-7	0.8	3	0.7	3	4
CCCCC1(O)CC(C(F)(F)F)=NN1C(=O)COc1ccccc1 (stereo not given)	0.9	-1.2	12	2	1560	nt	1.1	7	1	-10	1
COc1ccc(-n2c(CNC(=O)c3ccc(S(=O)(=O)N4CCCC4)cc3)n[nH]c2=S)cc1	0.9	nt	13	3	1704	-30	0.9	10	1	5	7
CN(C)c1ccc(NC(=O)CSc2n[nH]c(-c3ccco3)n2)cc1	0.8	1.2	19	11	1681	-1	0.9	10	0.9	10	13
Cc1c(C(=O)NC2CCCCC2)oc2c1C(=O)CC(C)(C)C2	0.9	-0.54	8	8	1430	14	0.9	3	0.8	-9	0
CCc1ccc(N2CCN(C(=O)N3CCOCC3)CC2)cc1	0.9	0.22	8	10	1380	-20	1	-3	1	-3	-4
C/C(Cn1nnc([N+](=O)[O-])n1)=N\NC(=O)c1ccc(Cl)c(Cl)c1	0.9	-0.63	6	10	1476	nt	0.7	4	1.1	6	1
O=C(Cc1c(C(=O)O)[nH]c2ccccc12)NCCN1CCN(c2cccc(Cl)c2)CC1	0.9	nt	13	0	1582	8	0.9	1	0.9	8	3
O=C(O)c1cccc(N2CCCC2)c1	1	nt	5	-4	1519	7	1	13	0.9	9	16
CCOc1ccc(S(=O)(=O)N(CC(=O)O)c2ccc(C)cc2)cc1	1	0.12	2	-3	1644	9	1	14	0.9	3	4
CC(C)c1ccc(-c2nnn(CCC(=O)O)n2)cc1	0.9	-0.33	13	10	1707	-19	0.9	8	1	3	3

Part of the list above in order of SMILES length, smallest number first.
SMILES	Diaph act CS	ROMK mod	Diaphorase inh	G6PDH counter	TR-FRET SRC-2 ct	S1P3 antagonist	PMI act satM6P	PPARg SRC3 recr	PMI act	PPARg SRC1 recr	PPARg SRC-2 ag
O=C1C=C(Nc2ccccc2)c2ccccc2C1=O	0.8	-0.45	22	48	1552	-16	0.4	11	0.9	10	17
COC(=O)Cc1ccc(NC(=S)NCc2cccc(OC)c2)cc1	1	-1.6	3	9	1722	4	1	3	1.1	4	1
CCOC(=O)C=C1CCN(c2ncc(C(F)(F)F)cc2Cl)CC1	0.9	nt	14	-7	1606	nt	0.9	2	0.9	6	-3

Not a hit list, and some 3.3% of all compounds hit somewhere here.
